NSD2 inh: NSD2 (human) methyltransferase inhibition. inhibition, % at 12.5 µM. O96028. NSD2 peptide methylation, AlphaScreen, 120 min. hit rate 0.54% among 310,000; in the data active = inhibition above about 50%
Target sequence (O96028 whole entry, looked up): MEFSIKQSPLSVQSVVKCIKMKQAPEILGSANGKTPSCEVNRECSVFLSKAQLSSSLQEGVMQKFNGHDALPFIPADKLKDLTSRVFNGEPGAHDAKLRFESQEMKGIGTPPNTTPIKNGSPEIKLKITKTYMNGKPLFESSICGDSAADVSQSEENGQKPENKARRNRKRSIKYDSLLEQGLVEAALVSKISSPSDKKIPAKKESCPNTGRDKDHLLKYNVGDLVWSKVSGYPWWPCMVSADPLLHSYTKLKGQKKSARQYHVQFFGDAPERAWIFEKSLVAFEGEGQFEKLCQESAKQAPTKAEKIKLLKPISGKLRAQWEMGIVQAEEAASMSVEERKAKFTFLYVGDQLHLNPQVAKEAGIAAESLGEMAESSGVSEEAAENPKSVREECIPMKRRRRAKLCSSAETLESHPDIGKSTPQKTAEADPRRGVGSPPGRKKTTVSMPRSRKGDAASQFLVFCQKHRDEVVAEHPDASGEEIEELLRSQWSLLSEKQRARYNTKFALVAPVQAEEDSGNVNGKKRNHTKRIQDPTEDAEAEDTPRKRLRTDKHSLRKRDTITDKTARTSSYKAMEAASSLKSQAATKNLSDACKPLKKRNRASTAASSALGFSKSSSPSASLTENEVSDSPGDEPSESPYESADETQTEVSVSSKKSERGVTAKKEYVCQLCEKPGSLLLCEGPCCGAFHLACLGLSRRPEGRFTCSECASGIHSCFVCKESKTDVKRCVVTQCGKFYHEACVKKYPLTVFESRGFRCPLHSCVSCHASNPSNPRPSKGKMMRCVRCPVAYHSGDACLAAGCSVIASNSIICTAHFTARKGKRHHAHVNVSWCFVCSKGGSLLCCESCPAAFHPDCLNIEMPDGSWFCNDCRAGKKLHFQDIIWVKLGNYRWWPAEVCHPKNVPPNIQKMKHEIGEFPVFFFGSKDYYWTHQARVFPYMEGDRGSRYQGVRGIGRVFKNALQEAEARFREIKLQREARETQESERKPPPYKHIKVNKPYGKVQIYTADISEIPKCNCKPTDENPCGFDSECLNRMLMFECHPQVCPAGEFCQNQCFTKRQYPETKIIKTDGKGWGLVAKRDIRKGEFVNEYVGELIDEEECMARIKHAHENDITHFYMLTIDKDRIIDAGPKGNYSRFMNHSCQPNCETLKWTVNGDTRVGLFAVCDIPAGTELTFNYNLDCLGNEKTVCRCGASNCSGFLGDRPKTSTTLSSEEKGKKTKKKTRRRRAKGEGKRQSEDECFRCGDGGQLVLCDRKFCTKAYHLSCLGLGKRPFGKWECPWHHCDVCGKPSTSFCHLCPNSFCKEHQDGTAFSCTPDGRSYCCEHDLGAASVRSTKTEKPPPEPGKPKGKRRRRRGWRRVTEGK
Rtt109 HAT inh: C. albicans Rtt109 histone acetyltransferase inhibition | Q5AAJ8 | purified Rtt109/Vps75, ThioGlo CoA-SH fluorescence, 4 h | inhibition, % at 34.9 µM | hit rate 0.16% among 330,000 | AID 540336;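 active = inhibition of at least 50% in every replicate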
Keap1-Nrf2 PPI: Keap1-Nrf2 (human) interaction inhibition; AID 504523; inhibition, % at 9.4 µM; hit rate 0.15% among 340,000; Q14145; Keap1 Kelch-Nrf2 peptide fluorescence polarization, 1536-well; in the data active = inhibition above about 12%;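 note: human Keap1 Kelch domain with fluorescein labeled Nrf2 9mer peptide probe; 0% = neutral control wells and 100% = peptide positive control; higher means more block of Keap1 binding to Nrf2 peptide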
LANA DNA inh: inhibitors of KSHV LANA C-terminal domain DNA binding; inhibition, % at 9 µM; AID 504423; hit rate 0.078% among 340,000; MBP-C-LANA/FAM-LBS DNA binding, fluorescence polarization;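 active = highest replicate inhibition at or above 60% at 9 µM, even if other replicates fall short; inactive = all replicates below 60% inhibition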;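 note: 0% = neutral control wells and 100% = 4 µM acridine orange control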
dFosB activator: mouse delta FosB homodimer activation; hit rate 0.99% among 340,000; activation, % at 25 µM; purified delta FosB, TAMRA-CDK5 oligo fluorescence polarization; percent of positive-control signal above neutral wells; P13346;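 active = mean activation above about 17%, with every replicate also reaching it, limit read from the data, passing the limit was not always enough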;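 note: fluorescence polarization rise as delta FosB binds a TAMRA Cdk5 AP-1 oligo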
CDK5 p35 inh: CDK5/p35 (human) kinase inhibition. Q00535+Q15078. inhibition, % at 10 µM. hit rate 0.01% among 330,000. Recombinant CDK5/p35, ADP-Glo luminescence, 60 min. AID 488839;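 active = highest replicate inhibition of at least 50% and at least 75% of replicates reaching 50%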;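 note: plate controls were DMSO neutral control for no effect and GW8510 at 10 µM for full effect; many of its hits are not listed in these tables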
PvdQ acylase: blocks Pseudomonas aeruginosa PvdQ acylase activity | inhibition, % at 10 µM | purified PvdQ acylase, fluorescence plate reader | hit rate 0.063% among 340,000; in the data active = inhibition above about 30%, passing the limit was not always enough;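 note: 0% = vehicle neutral wells and 100% = reference inhibitor wells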
cardiac RTF act: increases calcium sensitivity of human cardiac regulated thin filaments. IANBD-labeled TnC RTF fluorescence at EC20 calcium; 0% EC20 calcium, 100% full calcium. activation, % at 7.2 µM. AID 493008. P19429+P45379. hit rate 0.24% among 340,000;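 active = activation above the mean over all tested compounds plus 3 SD, cut at about 30% in these data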;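 note: rise in fluorescence read as greater calcium sensitivity of cardiac thin filaments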
Mot1-301 SUMO: SUMOylation pathway inhibition by Mot1-301 growth rescue; hit rate 1% among 320,000; S. cerevisiae Mot1-301 growth rescue, ATP luminescence, 38.5C; percent above DMSO median, 100 means doubled; growth rescue, % at 18.8 µM;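 active = every valid replicate shows activation above 250% relative to neutral control wells; inactive = the rest, any valid replicate at or below 250%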;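 note: OY570 slx delta 5 strain wells were the positive control but not used for scaling; some compounds called inactive have numbers as strong as hits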
PfHsp90 yeast 2: reduces growth (ATP signal) of yeast expressing P. falciparum Hsp90; hit rate 0.32% among 310,000; AID 504621; S. cerevisiae expressing PfHsp90, BacTiter-Glo ATP, 48 h; yeast lacking PDR1 and PDR3 efflux regulators; inhibition, % at 9.4 µM;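 active = every replicate shows inhibition above about 80%, whatever the replicate mean, limit read from the data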;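 note: 0% = DMSO neutral controls and 100% = 20 µM radicicol positive controls; yeast relying on Plasmodium falciparum Hsp90 in place of its own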
Cardiac RTF inh: cardiac RTF calcium desensitization. IANBD-labeled cardiac RTF, Ca2+ fluorescence. inhibition, % at 7.15 µM. hit rate 0.12% among 340,000;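 active = inhibition above the mean inhibition of all tested compounds plus 3 SD, cut at about 17% in these data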;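 note: assay run at fixed EC70 calcium of 1.6 mM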
An asterisk follows results filed as active; . = no result given; + = active, no number.

SMILES | NSD2 inh | Rtt109 HAT inh | Keap1-Nrf2 PPI | LANA DNA inh | dFosB activator | CDK5 p35 inh | PvdQ acylase | cardiac RTF act | Mot1-301 SUMO | PfHsp90 yeast 2 | Cardiac RTF inh
COC(=O)[C@]1(C)N[C@H](CN(C)S(=O)(=O)c2ccc(F)cc2)[C@@H]2C(=O)N(C)C(=O)[C@@H]21 | . | -2 | -2 | -2.2 | 4 | 1.4 | -10 | 8 | 4 | -12 | -4
Cc1cccc(-c2nnc(SCC(=O)O)n2Cc2ccccc2)c1 | 0 | 3 | -6 | 0.0 | -1 | 0.4 | -27 | 0 | -1 | -5 | -10
CN(C)c1cccc(C(=O)OCC(=O)c2ccc[nH]2)c1 | 7 | -1 | -1 | 1.1 | -8 | -2.2 | -8 | -7 | . | 5 | -7
COc1ccc(F)cc1CN1CCN(C(=O)CCC(=O)Nc2nnc(CC(C)C)s2)CC1 | -1 | 36 | 1 | -2.3 | -13 | -1.0 | 8 | 1 | 11 | 9 | -4
CCCN1CCC(NC(=O)CCc2nnc(Cc3cc(OC)ccc3OC)o2)CC1 | 5 | -6 | -4 | -1.5 | -6 | -0.5 | -6 | 0 | 19 | 8 | -15
CC(=O)N1CCN(c2ccc(S(=O)(=O)N3CCCCC3)cc2[N+](=O)[O-])CC1 | 1 | -3 | -6 | 2.2 | 2 | -2.5 | -13 | -5 | 20 | -17 | 2
COCCCNC(=O)Cc1ccc(S(=O)(=O)N2CCOCC2)s1 | -1 | -10 | -6 | 0.5 | 7 | 0.5 | -16 | -3 | 5 | -25 | -11
O=C(Cc1ccc(S(=O)(=O)N2CCOCC2)s1)Nc1ccccc1Br | . | -6 | 1 | -0.1 | 0 | 1.6 | -3 | -1 | -3 | -23 | -8
COc1ccc(S(=O)(=O)NC(C)C(=O)NCc2ccccn2)cc1Cl (stereo not given) | -4 | -6 | -2 | 1.7 | -3 | 1.6 | -12 | 5 | 386* | -21 | -8
COc1ccccc1C(=O)Oc1cc(N)n(S(=O)(=O)c2ccc(C)cc2)n1 | 3 | 5 | -24 | -1.1 | -12 | -4.1 | -14 | -8 | -8 | -1 | -19
Cc1cc(=O)oc2ccc(OCc3ccccc3)cc12 | -1 | -11 | -5 | 2.0 | -14 | 0.6 | 6 | -1 | -14 | -5 | 2
O=c1oc(C2(O)CCCCC2)cc2ccccc12 | . | 12 | 4 | 0.8 | 1 | 2.4 | 5 | -2 | -5 | -1 | -4
CCOC(=O)C1=C(O)/C(=C/c2cc(OC)c(O)c(OC)c2)SC1=Nc1ccc(OC)cc1 | -4 | -2 | -5 | -0.4 | -9 | 2.8 | 3 | 10 | . | 20 | -2
O=C(O)C1CCC(CNCc2ccncc2)CC1 (stereo not given) | -1 | -1 | -1 | -6.9 | -7 | -1.1 | -14 | -6 | -1 | 6 | -5
CCOc1cc(/C=C/C(=O)NCCc2ccc(S(N)(=O)=O)cc2)ccc1OCC(C)C | -1 | 5 | 3 | 0.3 | -6 | -2.0 | 2 | 0 | 285 | 4 | -3
Cc1ccc(-c2cc3ccccc3nc2N2CCCC2)cc1 | -16 | 1 | 5 | 3.6 | -7 | -0.3 | 2 | 0 | -7 | . | 0
CCC(C)c1ccccc1NC(=O)c1cccc(-n2cnnn2)c1 (stereo not given) | -2 | 1 | -5 | -2.6 | 2 | 1.1 | 0 | -3 | 4 | 8 | 2
O=C(COC(=O)C12CC3CC(CC(Cl)(C3)C1)C2)N1CCCCC1 | -1 | -7 | -1 | -0.3 | -2 | -1.4 | 4 | -7 | 24 | . | 3
O=C(c1cc(-c2ccc(Cl)cc2Cl)on1)N1CCCC1 | 20 | -3 | -3 | -0.9 | -12 | 1.6 | -9 | -2 | -1 | 23 | 1
CCOCCCNC(=O)Cc1ccc(-n2c(CC)nc3cccnc32)cc1 | 7 | 1 | -2 | 0.4 | -2 | 1.6 | -16 | 9 | -5 | 1 | -4
NCCCC[C@H]1CNC(=O)C(=O)N1CC1CCCCC1 | . | -7 | 1 | 3.3 | 4 | -0.1 | 0 | -4 | 15 | 5 | 3
COc1ccc(-c2cc(C(=O)Oc3ccc([N+](=O)[O-])cc3)c3ccccc3n2)cc1 | 2 | -4 | 4 | 1.6 | -12 | 1.5 | -12 | 0 | 119 | 14 | 8
CCOc1ccc2[nH]c3c(NCCOC)ncnc3c2c1 | -1 | . | 2 | 1.1 | 3 | -0.6 | -12 | -3 | -3 | -2 | -9
N#Cc1ccc(S(=O)(=O)N2CCN(C(=O)[C@@H]3CCCN3C(=O)c3cccs3)CC2)cc1 | 0 | -3 | 1 | 1.0 | 2 | 0.1 | -7 | 3 | -13 | . | -8
Cc1nn2c(=O)cc(CSc3ccccc3NC(=O)c3ccccc3)nc2s1 | -2 | -4 | -5 | 0.2 | -2 | -0.6 | -4 | -2 | 34 | -12 | -1
CC1CCCC(NC(=O)c2n[nH]c(=O)c3ccccc23)C1C (stereo not given) | 0 | 9 | -8 | -0.3 | 5 | 0.0 | 7 | -2 | 12 | 3 | 0
C=CCNC(=O)Nc1ccc(F)cc1F | 1 | 20 | -1 | 0.1 | -1 | -0.8 | 8 | -4 | 2 | -8 | -1
CC1(C)CC(=O)C2=C(C1)N(CCN1CCOCC1)C1=C(C(=O)CC(C)(C)C1)C2c1ccc(Cl)cc1 | . | -272 | -2 | -0.9 | 6 | 1.6 | -14 | -3 | -5 | 6 | -8
O=C(O)CC12CC3CC(C1)CC(n1ncc(NCc4ccccc4)c(Cl)c1=O)(C3)C2 | -5 | 29 | 1 | 0.7 | -6 | 8.5 | 3 | -4 | -15 | 4 | -5
COc1ccc(C)cc1NC(=O)Cn1cnc2sc(C)c(S(=O)(=O)N3CCOCC3)c2c1=O | 27 | -18 | 3 | 0.8 | -9 | 1.4 | -12 | 2 | -2 | . | -12
CCC(C)NC(=O)C1CCC(CNS(=O)(=O)c2cccc3nsnc23)CC1 (stereo not given) | -1 | -5 | 6 | 5.9 | 0 | 0.0 | 7 | -9 | -1 | -6 | -9
CCC(CC)c1nnc(NC(=O)CCN2C(=O)c3ccccc3C2=O)s1 | -1 | -5 | -3 | 1.8 | -1 | 1.2 | -5 | 8 | 23 | . | -19
COc1cc(C(=O)NCC2CCCO2)ccc1OCc1ccc(Cl)cc1 (stereo not given) | 0 | 4 | -3 | 0.8 | -10 | -5.7 | -20 | -4 | -4 | -23 | -5
CC(C)(C#N)NC(=O)C1CCCN1S(=O)(=O)c1ccc2ccccc2c1 (stereo not given) | 109* | -1 | 0 | 0.3 | 3 | -0.6 | -8 | -1 | -5 | 23 | 2
O=C(CNC(=O)c1cccs1)NCC(=O)OCc1ccc(F)cc1 | -4 | . | -5 | 1.2 | -2 | 0.6 | 5 | -5 | -15 | -6 | -4
COc1ccc(-c2cc(=O)c3ccccc3n2C)cc1 | 0 | . | -1 | 0.0 | -5 | -1.6 | -13 | -7 | 148 | -2 | -1
CCN(C(=O)COC(=O)c1cnc(C)cn1)C1CCCCC1 | -5 | -4 | 1 | -1.6 | -5 | -1.4 | -4 | -2 | -20 | -11 | -8
N#Cc1ccccc1Sc1ccccc1C(=O)Nc1ccccc1 | -2 | -2 | -3 | -1.1 | -8 | -0.9 | -12 | 4 | -10 | 3 | 0
CCOC(=O)c1sc(NC(=O)/C=C/c2ccc(F)cc2)nc1C | 3 | 4 | -1 | -0.6 | -5 | 0.5 | -4 | 0 | -2 | 14 | -13
O=C(N/N=C/c1ccco1)c1cc([N+](=O)[O-])cc([N+](=O)[O-])c1 | -2 | -3 | -1 | 0.7 | 9 | 1.5 | 2 | 4 | -9 | -14 | -10
COc1ccc(C(=O)OCC(=O)c2ccccc2)cc1S(=O)(=O)N1CCOCC1 | -4 | 4 | -2 | -0.3 | -7 | -0.7 | 2 | 1 | + | . | 4
COc1ccc(Nc2nc(N(C)c3ccccc3)nc(N)c2[N+](=O)[O-])cc1 | -2 | -4 | -1 | 0.0 | -1 | -2.8 | -9 | -4 | -3 | 4 | 3
CCC(=C/c1sc2ccc3ccccc3c2[n+]1C)/C=C1\Sc2ccc3ccccc3c2N1C | . | -3 | -3 | -1.0 | 0 | 3.1 | 7 | 2 | 6 | 16 | -5
O=C(CN1C(=O)S/C(=C\C=C\c2ccccc2)C1=O)NC1CCS(=O)(=O)C1 (stereo not given) | -1 | 30 | 0 | 0.2 | 5 | 0.8 | -2 | -3 | -1 | 9 | 0
CC1=C(C(=O)OCC(C)C)C(c2ccsc2)C2=C(CCCC2=O)N1 (stereo not given) | -8 | -34 | -1 | -2.9 | -9 | -2.5 | -12 | -4 | 40 | -25 | -14
CN(C)CC(C)(C)CNC(=O)c1cc(=O)c2ccccc2o1 | 5 | -13 | -5 | -0.8 | 0 | -0.6 | -24 | -2 | -8 | 2 | -10
COC(=O)[C@H](CCSC)NC(=O)Nc1ccc(C)cc1 | 1 | 4 | 5 | -0.3 | 2 | -1.2 | -11 | -3 | -17 | 9 | -7
O=S1(=O)CCOCCCN1Cc1ccc(Cl)cc1 | . | -12 | 1 | 0.8 | 3 | 0.0 | -11 | -2 | -4 | -1 | -25
CCc1nn(CC(=O)N2CCN(Cc3ccc4c(c3)OCO4)CC2)c(=O)c2cc3occc3n12 | 0 | 4 | -3 | 1.1 | -8 | 0.0 | 11 | 0 | . | -4 | -4
CCOC(CNC(=O)CN1C(=O)COc2ccc(S(=O)(=O)N3CCCC3)cc21)OCC | 28 | -13 | -3 | 0.0 | -8 | 1.7 | -11 | 7 | . | -8 | -10
Going on with the list:
SMILES | NSD2 inh | Rtt109 HAT inh | Keap1-Nrf2 PPI | LANA DNA inh | dFosB activator | CDK5 p35 inh | PvdQ acylase | cardiac RTF act | Mot1-301 SUMO | PfHsp90 yeast 2 | Cardiac RTF inh
CCOc1ccccc1NC(=O)CSc1nc(=O)n(CCCN2CCOCC2)c2c1CCC2 | -1 | 1 | -2 | 0.5 | -7 | -2.0 | -9 | -5 | -5 | 7 | -26
Cn1c(=O)c2c(nc(CN3CCc4ccccc4C3)n2CCCO)n(C)c1=O | 2 | -14 | -4 | -0.9 | -15 | -0.7 | -10 | -3 | 7 | -1 | -1
COc1ccc(C(=O)NCc2cn3ccccc3n2)cc1 | -2 | -6 | -7 | 0.5 | -4 | 0.5 | -12 | 2 | -17 | -29 | 0
COc1cc(C2C(C#N)=C(N)N(c3cccnc3)C3=C2C(=O)CC(C)(C)C3)ccc1O (stereo not given) | 1 | 5 | -1 | -2.1 | 3 | 2.2 | 7 | 5 | -10 | 21 | 4

High-throughput results: PubChem BioAssay, several laboratories
